# Assay outcomes deposited in PubChem BioAssay by several laboratories.
# ABHD5 PLIN5 PPI: inhibitors of human ABHD5-perilipin-5 interaction; Q00G26+Q8WTS1; Split G. princeps luciferase complementation, luminescence, 4 h; inhibition, % at 4 µM; 360,000 tested, 0.78% active;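 active = inhibition above the mean inhibition across every tested compound plus 3 SD, cut at about 22% in these data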;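 also: 0% = DMSO only wells and the 100% control is not disclosed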
# ABCB6 inh MLPCN: human ABCB6 transporter inhibition; K562-ABCB6 porphyrin accumulation, flow cytometry, 1 h; active compounds read low; Q9NP58; 360,000 tested, 0.19% active; fluorescence ratio to DMSO, % at 10 µM; AID 602162;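 active = fluorescence ratio to DMSO below 75%, the collection mean minus 3 SD; inconclusive = too few cells collected in the well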;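 also: signal is porphyrin accumulated inside mitochondria; 100% equals median channel fluorescence of DMSO control wells; lower ratio means ABCB6 inhibition with less porphyrin fluorescence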
# N-glyco inh: blocks N-linked glycosylation in D54 reporter cells; 360,000 tested, 0.23% active; AID 588692; D54 ERlucT glycosylation luciferase reporter, 24 h; percent of 100 nM tunicamycin response; reporter increase, % at 12.5 µM;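 active = mean luciferase reporter signal, scaled so untreated is 0 and the glycosylation-blocking control 100, at or above a set limit in every replicate; inconclusive = mean reaches the limit but not every replicate does; inactive = mean below the limit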;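 also: luciferase carries N-glycosylation sites so blocking glycosylation raises the light; 0% = median of neutral control wells and 100% = median of 100 nM tunicamycin wells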
# MC4R antag cAMP: human MC4R antagonism in cAMP assay; inhibition, % at 6.5 µM; 360,000 tested, 0.48% active; MC4R-expressing cells, MTII-stimulated cAMP, LANCE TR-FRET; AID 540295; P32245;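 active = inhibition above its plate's cutoff, the mean of tested wells on that plate plus 3 SD, cut at about 29% in these data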;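 also: 0% = Melanotan II alone and 100% = Melanotan II plus saturating MCL0020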
#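 Test system: U2OS cells stably expressing human melanocortin 4 receptor (MC4R); also added: Melanotan II challenge; compound: 6.5 µM single dose; timing: 30-min compound preincubation, 1-h Melanotan II challenge, 1-h detection, room temperature; signal: Eu-cAMP/anti-cAMP TR-FRET, emission 671 nm; repeats: one well per compound, no replicates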
# NOD2 RIPK2 PPI: inhibitors of human NOD2-RIPK2 interaction | O43353 | CHO BLA complementation NOD2-RIPK2, CCF4 ratio | inhibition, % at 4.98 µM | 360,000 tested, 0.38% active | AID 624267; in the data active = inhibition above about 21%;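 also: 0% = vehicle only and 100% = reference blocker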
# Vif imaging: inhibitors of HIV Vif | HEK293T cells, Vif self-association by quenched fluorescence, imaging, 24 h | inhibition, % at 7.49 µM | 340,000 tested, 0.35% active; in the data active = inhibition above about 50%, passing the limit was not always enough; inconclusive = no clear call, values can overlap the other calls; inactive = below about 31%; also: some results filed as inactive read as strong as hits
# aDG glyco up: increases alpha dystroglycan glycosylation | Pro5-aDG cells, alpha-DG glycosylation AlphaScreen (IIH6); 0% Pro5, 100% B10-LARGE cell signal | activation, % at 10 µM | 360,000 tested, 0.22% active;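 active = activation of at least 8% versus controls, or a plate z-score of at least 8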;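 also: Pro5 are CHO cells carrying HIG-tagged alpha-DG that lacks glycosylation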
# MC4R barr agon: activates human MC4R beta-arrestin recruitment; U2OS MC4R beta-arrestin complementation, luminescence; percent of melanotan II response, DMSO zero; activation, % at 8.9 µM; P32245; 360,000 tested, 0.98% active;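 active = activation above a per-plate cutoff, the mean activation of sample wells on that plate plus 3 SD, cut at about 8% in these data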
# TLR9-MyD88 inh: blocks human TLR9 binding to MyD88; CHO BLA complementation TLR9-MyD88, CCF4 FRET ratio; inhibition, % at 4.98 µM; 340,000 tested, 0.21% active; AID 504734;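 active = inhibition above the mean over all tested compounds plus 3 SD, cut at about 21% in these data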;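 also: 0% = DMSO only wells and 100% = clavulanate BLA inhibitor control wells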
# Target sequence (Q99836 whole entry, looked up): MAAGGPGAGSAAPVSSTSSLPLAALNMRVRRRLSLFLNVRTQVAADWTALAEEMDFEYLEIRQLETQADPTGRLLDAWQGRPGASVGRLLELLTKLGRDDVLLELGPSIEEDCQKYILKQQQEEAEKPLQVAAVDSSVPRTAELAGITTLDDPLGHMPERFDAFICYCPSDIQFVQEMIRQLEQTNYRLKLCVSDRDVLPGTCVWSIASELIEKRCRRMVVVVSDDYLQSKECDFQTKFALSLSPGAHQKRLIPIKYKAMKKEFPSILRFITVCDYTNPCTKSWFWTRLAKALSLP
# Target sequence (Q9NR96 whole entry, looked up): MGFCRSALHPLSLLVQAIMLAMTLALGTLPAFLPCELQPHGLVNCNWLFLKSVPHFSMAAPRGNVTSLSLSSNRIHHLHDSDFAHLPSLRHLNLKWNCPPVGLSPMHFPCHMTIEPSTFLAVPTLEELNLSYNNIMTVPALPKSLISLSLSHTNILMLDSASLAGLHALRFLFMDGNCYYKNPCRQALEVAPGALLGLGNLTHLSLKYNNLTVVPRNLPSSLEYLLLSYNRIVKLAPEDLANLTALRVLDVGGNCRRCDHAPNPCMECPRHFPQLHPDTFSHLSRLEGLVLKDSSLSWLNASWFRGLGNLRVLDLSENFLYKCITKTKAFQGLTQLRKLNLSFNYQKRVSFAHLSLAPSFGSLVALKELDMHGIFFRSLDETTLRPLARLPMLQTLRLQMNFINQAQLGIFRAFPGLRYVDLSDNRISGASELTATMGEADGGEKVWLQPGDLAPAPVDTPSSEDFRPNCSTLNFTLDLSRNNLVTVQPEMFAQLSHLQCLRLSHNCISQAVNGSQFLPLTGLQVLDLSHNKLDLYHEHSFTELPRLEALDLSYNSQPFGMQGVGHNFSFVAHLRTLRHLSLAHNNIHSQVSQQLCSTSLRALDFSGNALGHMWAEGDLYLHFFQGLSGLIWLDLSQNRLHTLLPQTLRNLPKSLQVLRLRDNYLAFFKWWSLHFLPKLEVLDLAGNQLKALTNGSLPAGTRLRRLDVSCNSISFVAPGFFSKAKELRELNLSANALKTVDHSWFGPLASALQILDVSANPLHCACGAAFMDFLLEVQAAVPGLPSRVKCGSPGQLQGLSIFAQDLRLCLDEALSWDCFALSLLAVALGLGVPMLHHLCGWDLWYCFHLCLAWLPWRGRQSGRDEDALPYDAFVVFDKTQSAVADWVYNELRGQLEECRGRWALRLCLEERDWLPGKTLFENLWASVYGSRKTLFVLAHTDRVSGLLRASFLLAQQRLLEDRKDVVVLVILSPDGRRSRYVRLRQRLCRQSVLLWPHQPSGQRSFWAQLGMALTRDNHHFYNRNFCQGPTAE
# Exocytosis inh: lytic granule exocytosis inhibition; 360,000 tested, 0.66% active; inhibition, % at 10 µM; TALL-104 LAMP-1 surface exposure, flow cytometry; cells stimulated with thapsigargin and PMA;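 active = inhibition above about 55%, limit read from the data; inconclusive = no clear call, values can overlap the other calls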
# The depositor's hits bear a star; ? = inconclusive; · = no result given. Only part of the results is shown. The share of hits here may be higher or lower than overall.
# Start of the listing, in advance:
1) CCN(CC)CCCNC(=O)c1cn(C)c(=O)c2c1c1ccccc1n2C
2) CCN(CC)C(=O)CC(c1ccc(F)cc1)c1ccc(OC)cc1 (stereo unspecified)
3) O=C(CSc1nc(-c2ccccc2)c(-c2ccccc2)o1)N1CCOCC1
4) COc1ccc(NC(=O)C(NC(=O)c2ccc(C)cc2)c2ccccc2)cc1 (stereo unspecified)

compound no.	1	2	3	4
ABHD5 PLIN5 PPI	2	-2	5	-3
ABCB6 inh MLPCN	96	98	109	99
N-glyco inh	3	2	-3	-2
MC4R antag cAMP	20	1	3	7
NOD2 RIPK2 PPI	2	-1	7	0
Vif imaging	-15	7	11	-2
aDG glyco up	0.0	1.7	0.3	0.1
MC4R barr agon	0.6	-1.0	-0.8	-0.6
TLR9-MyD88 inh	0	-3	-9	2
Exocytosis inh	-1	0	4	-5

# Main list, repeating the preview:
1) CCN(CC)CCCNC(=O)c1cn(C)c(=O)c2c1c1ccccc1n2C
2) CCN(CC)C(=O)CC(c1ccc(F)cc1)c1ccc(OC)cc1 (stereo unspecified)
3) O=C(CSc1nc(-c2ccccc2)c(-c2ccccc2)o1)N1CCOCC1
4) COc1ccc(NC(=O)C(NC(=O)c2ccc(C)cc2)c2ccccc2)cc1 (stereo unspecified)
5) Cc1nc(C)n(C)c(=O)c1-c1ccccc1
6) CN(c1ccccc1)S(=O)(=O)c1cccc(C(=O)OCC(=O)NCc2ccccc2)c1
7) NC1=NC[C@H](Cc2ccccc2)N1CCc1cc(C(F)(F)F)cc(C(F)(F)F)c1
8) COCc1c(C(=O)OCc2nc3ccsc3c(=O)[nH]2)oc2ccccc12

compound no.	1	2	3	4	5	6	7	8
ABHD5 PLIN5 PPI	2	-2	5	-3	0	3	16	-3
ABCB6 inh MLPCN	96	98	109	99	101	101	101	99
N-glyco inh	3	2	-3	-2	4	0	4	2
MC4R antag cAMP	20	1	3	7	14	14	10	9
NOD2 RIPK2 PPI	2	-1	7	0	-3	-4	-15	2
Vif imaging	-15	7	11	-2	3	12	2	-5
aDG glyco up	0.0	1.7	0.3	0.1	-0.1	0.0	0.2	-0.1
MC4R barr agon	0.6	-1.0	-0.8	-0.6	2.4	1.0	-1.1	-3.7
TLR9-MyD88 inh	0	-3	-9	2	0	-14	7	-1
Exocytosis inh	-1	0	4	-5	42	1	18	2

9) Cc1sc2nc(C(C)C)oc(=O)c2c1C
10) Cn1c(CNS(=O)(=O)c2ccc(Cl)cc2)n[nH]c1=S
11) CC(C)(C)NC(=O)COC(=O)/C=C/c1ccc(F)cc1
12) O=C(NCCC1CCCCN1S(=O)(=O)c1cccs1)C(=O)Nc1ccccc1F (stereo unspecified)
13) COc1ccc(Cc2nc(N)nc(N)n2)cc1
14) COc1cc(OC)cc(C(=O)N[C@H](C(=O)OCC(=O)c2ccc(C)c([N+](=O)[O-])c2)C(C)C)c1
15) CC(C)C[C@H](CO)Nc1nc(Nc2cccc(Cl)c2)c2ncn(C(C)C)c2n1
16) COc1ccc2c(c1)-c1nc(/N=C/c3cccc(OC)c3O)sc1CC2

compound no.	9	10	11	12	13	14	15	16
ABHD5 PLIN5 PPI	4	-4	1	5	-5	-12	-4	-12
ABCB6 inh MLPCN	88	99	97	96	89	91	92	100
N-glyco inh	0	1	2	-2	0	6	-6	2
MC4R antag cAMP	14	2	7	-3	-1	-2	-6	4
NOD2 RIPK2 PPI	-2	0	2	-3	-5	-1	2	3
Vif imaging	3	1	·	-3	-26	3	-4	-7
aDG glyco up	0.0	1.3	-0.2	0.4	0.2	0.0	0.4	0.5
MC4R barr agon	-0.5	-2.5	-3.4	-2.6	-0.9	2.2	1.2	-0.2
TLR9-MyD88 inh	-2	1	7	-2	3	-6	-8	-3
Exocytosis inh	0	8	-3	-2	19	-3	0	1

17) COc1cc([N+](=O)[O-])ccc1NC(=O)Cc1ccc(F)cc1
18) COc1ccc(C(=O)Nc2cc(S(=O)(=O)N3CCCC3)ccc2Cl)cc1
19) CCOC(=O)c1c(NC(=O)COC(=O)c2ccc(Cl)nc2)sc(C(=O)N(C)C)c1C
20) CC(C)C(NC(=O)c1ccccc1)C(=O)N1CCCCCC1 (stereo unspecified)
21) Cc1cccc(C)c1NC(=O)CSc1nnc([C@H](C)NC(=O)OC(C)(C)C)o1
22) CCc1cc2c(=O)n(CCCOC)c(SCC(=O)Nc3oc(C)c4c(C)n[nH]c(=O)c34)nc2s1
23) O=C(CCN1C(=O)S/C(=C\c2ccccc2)C1=O)Nc1ccc(S(=O)(=O)Nc2nccs2)cc1
24) CCC(C)c1ccc2oc(-c3ccc(NC(=O)Cn4cnc5c(=O)n(C)c(=O)n(C)c54)cc3)nc2c1 (stereo unspecified)

compound no.	17	18	19	20	21	22	23	24
ABHD5 PLIN5 PPI	10	-3	6	-5	2	5	6	1
ABCB6 inh MLPCN	99	102	101	95	96	92	112	95
N-glyco inh	1	-3	1	-1	1	2	-3	8
MC4R antag cAMP	-7	-2	8	1	6	7	2	24
NOD2 RIPK2 PPI	1	-19	-5	5	-8	-7	-13	-6
Vif imaging	-4	-8	-1	1	-15	-2	3	2
aDG glyco up	0.2	0.2	0.0	0.0	-0.1	-0.1	-0.3	0.8
MC4R barr agon	-0.8	-0.5	-2.9	-0.7	-1.7	0.3	3.4	14*
TLR9-MyD88 inh	0	-2	2	4	2	5	6	3
Exocytosis inh	-10	13	6	-9	-2	-4	0	12

25) CN(C(=O)c1cccc(NC(=O)c2ccco2)c1)c1ccccc1
26) CCCCNC(=O)c1ccc(CS(=O)(=O)c2cccc(C(F)(F)F)c2)o1
27) COc1cc(/C=C2\SC(=S)N(N(C)c3ccccc3)C2=O)ccc1O
28) COc1ccc2c(C)cc(=O)oc2c1C
29) C[C@]12C=CC(=O)C=C1CC[C@@H]1C2C(O)C[C@@]2(C)C1CC[C@]2(O)C(=O)COC(=O)CCC(=O)NC(CC(=O)O)C(=O)O (stereo partly specified)
30) CCCCC(=O)NC(=S)Nc1ccc(NC(=O)C(C)C)c(OC)c1
31) CCCC(=O)Nc1ccc(-c2nc3ncccc3o2)cc1
32) CCC(=O)NC(c1cccs1)c1cc(Cl)c2ccccc2c1O (stereo unspecified)

compound no.	25	26	27	28	29	30	31	32
ABHD5 PLIN5 PPI	-2	-3	0	-4	5	2	2	-10
ABCB6 inh MLPCN	98	98	118	91	100	95	99	98
N-glyco inh	-1	1	1	1	3	-2	-4	1
MC4R antag cAMP	12	3	-5	-7	1	-4	-3	0
NOD2 RIPK2 PPI	5	-9	4	2	-14	4	-5	1
Vif imaging	-3	10	3	11	0	-2	6	1
aDG glyco up	-0.1	-0.4	-0.1	0.0	-0.1	0.0	0.0	0.0
MC4R barr agon	0.7	2.2	-2.9	-1.4	-0.9	-3.1	-0.7	-0.2
TLR9-MyD88 inh	2	1	5	2	-12	-14	10	-24
Exocytosis inh	13	0	-2	-3	7	0	-27	17

33) CCOC(=O)c1sc(/N=C/c2ccc(O)cc2O)cc1C
34) O=C(O)CNc1nc(NCc2ccc(Cl)cc2)ccc1[N+](=O)[O-]
35) COc1ccc(C)cc1NC(=O)NNC(=O)c1cc2ccccc2cc1O
36) CC(C)CNC(=O)C1(C)CCCCCN1C(=O)c1cc2ccccc2s1 (stereo unspecified)
37) COc1ccc(C2CC(C(C)(C)C)=NN2c2ccc(S(N)(=O)=O)cc2)cc1 (stereo unspecified)
38) Cc1c(NC(=O)CCc2ccc(S(=O)(=O)N3CCOCC3)cc2)c(=O)n(-c2ccccc2)n1C
39) CCCCOC(=O)CCc1c(C)[nH]c(=O)c(C#N)c1C
40) C=CCn1c(CNC(=O)c2ccccc2F)nnc1SCC(=O)NC(C)c1ccccc1 (stereo unspecified)

compound no.	33	34	35	36	37	38	39	40
ABHD5 PLIN5 PPI	2	3	5	3	-4	1	5	-7
ABCB6 inh MLPCN	98	106	96	97	84	100	99	101
N-glyco inh	4	1	-1	-1	-3	2	2	0
MC4R antag cAMP	-3	3	2	2	6	6	6	13
NOD2 RIPK2 PPI	-2	-5	-14	-4	-6	8	-21	3
Vif imaging	2	18	-2	16	·	-4	10	2
aDG glyco up	0.0	-0.1	0.2	0.3	0.1	-0.1	0.3	-0.1
MC4R barr agon	-0.8	-1.9	0.0	-0.5	3.4	-3.7	1.7	-1.9
TLR9-MyD88 inh	0	6	-1	·	-7	-8	-6	-4
Exocytosis inh	0	1	27	-3	1	0	-2	2

41) Cc1ccc(SCc2cc(=O)c3c(=O)n(-c4ccccc4)[nH]c3[nH]2)cc1
42) NS(=O)(=O)c1ccc(CCN=C(NS(=O)(=O)c2cccs2)c2ccccc2)cc1
43) COc1ccccc1C(=O)NCC(=O)N/N=C/c1ccc2c(c1)OCO2
44) CC1=C(C(=O)Nc2cccnc2)C(c2cccnc2)n2ncnc2N1 (stereo unspecified)
45) Cn1c(SCC(=O)N/N=C/C=C\c2ccccc2[N+](=O)[O-])nc2ccccc21
46) Clc1cccc(OCCCN2CCCC2)c1Cl
47) COCCNc1nc(N2CCCCC2)c2cnn(C)c2n1
48) CCS(=O)(=O)N1CCC(C(=O)NCc2ccc(F)cc2)CC1

compound no.	41	42	43	44	45	46	47	48
ABHD5 PLIN5 PPI	-8	-4	2	2	-5	8	3	2
ABCB6 inh MLPCN	106	102	95	95	99	105	98	100
N-glyco inh	0	-1	6	0	-2	4	1	-1
MC4R antag cAMP	-2	10	5	-1	11	-2	3	15
NOD2 RIPK2 PPI	3	-12	-2	-9	9	-2	7	0
Vif imaging	-7	-13	6	-16	-1	-6	3	2
aDG glyco up	-0.3	0.1	-0.1	-0.1	0.3	0.3	0.1	-0.1
MC4R barr agon	-2.2	-1.7	0.2	-2.0	-1.1	0.5	-0.9	-0.8
TLR9-MyD88 inh	-5	3	-8	-4	-2	3	-1	-5
Exocytosis inh	2	-3	-1	-2	-1	0	0	0

49) Cc1cc(-c2c(C)[nH]n(-c3ccc(Cl)cc3)c2=O)n(-c2ccc(Cl)cc2)n1
50) CCN(CC)c1ccc(/C=N/NC(=O)CNC(=O)c2ccccn2)cc1
51) CC(C)NC(=O)C1(C)CCN1C(=O)c1cccc(F)c1 (stereo unspecified)
52) O=C(NCCOC(=O)c1ccc(S(=O)(=O)N2CCOCC2)cc1)c1cccnc1

compound no.	49	50	51	52
ABHD5 PLIN5 PPI	-2	4	-1	-9
ABCB6 inh MLPCN	99	107	107	107
N-glyco inh	-1	0	1	1
MC4R antag cAMP	1	0	-2	2
NOD2 RIPK2 PPI	0	4	-5	-4
Vif imaging	-4	-2	-6	-3
aDG glyco up	-0.2	-0.2	-0.2	0.0
MC4R barr agon	-0.9	-1.9	0.6	-0.9
TLR9-MyD88 inh	-12	-2	·	3
Exocytosis inh	-2	?	-4	2
